Screening data from PubChem BioAssay.
MT stabilize HCS: microtubule stabilization, imaging screen. HeLa tubulin immunostaining HCS, 24 h; share of cells brighter than vehicle mean+2SD. % tubulin-high responders, % at 10 µM. 200,000 tested, 0.83% active. AID 2205;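 active = plate Z-score above 3 for both tubulin-high and condensed-nucleus cell shares, with cell loss under 80%, at 10 µM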;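 also: anti alpha tubulin signal scored within the nucleus-defined area of each cell; some results filed as inactive read as strong as hits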
West Nile virus CPE: West Nile virus antiviral activity, cell-based, CPE readout (AID 1621); CPE inhibition, % at 10 µM, or IC50 in µM where a hit was titrated; West Nile virus-infected cells, CPE inhibition; higher % means a stronger effect; 290,000 tested, 0.02% active; in the data active = a potency from the dose series; inconclusive = CPE inhibition mostly from about 3.7% at the one dose, without a potency; inactive = the rest, 99 in 100 with CPE inhibition below about 2.2%; also: strong numbers were not always called active
Ins promoter up: MIN6 insulin promoter up-regulation. MIN6 insulin promoter-GFP reporter, high-content imaging; stronger effect = higher value. z-score at 5 µM. 190,000 tested, 0.3% active;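 active = z-score above 3 at 5 µM with at least 500 cells counted in the well; inconclusive = wells under 500 cells, flagged as cytotoxic or low count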
b-catenin transl: beta-catenin nuclear translocation modulation; HeLa beta-catenin nuclear translocation, immunofluorescence imaging; nuclear translocation activity, % at 5 µM; 190,000 tested, 0.3% active;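 active = nuclear translocation activity above 50% at 5 µM, with a well cell count of 50 or more; inconclusive = wells under 50 cells across six images, flagged as toxic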;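 also: per-cell ratio of nuclear to cytoplasmic median beta-catenin stain intensity; plate controls were DMSO negative control for no effect and GSK-3 inhibitor IX positive control for full effect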
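assay system = human HeLa cells, endogenous beta-catenin | times = compound treatment 24 h, 37°C, 5% CO2 | detection = Anti-beta-catenin immunofluorescence on PFA-fixed, Triton-permeabilized cells, DAPI nuclei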
T cell HTS: T cell immune modulators affecting CD8 T cell-vesicle binding. 2C CD8+ T cell-vesicle binding, flow cytometry; stronger effect = lower value. calls only at 7 µM. 330,000 tested, 0.068% active;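 active = response, share of CD8 T cells binding vesicles, and their 90th percentile fluorescence all below set limits, cut at about 80% in these data, passing the limit was not always enough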
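incubation = binding step 1.5 h, 37 °C, antibody labelling 20 min, ice | test system = 2C mouse CD8+ T cells | read-out basis = percent CD8+ FL2 mean versus row control | controls = Peptide-free naked vesicles (low) and QL9 vesicles with 0.7% DMSO vehicle (high) | detection = flow cytometry of vesicle-bound cells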
Myeloid diff 2: compounds promoting myeloid differentiation. 360,000 tested, 1% active. AID 624256. calls only at 10 µM. ER-HoxA9 myeloid progenitors, lysozyme-GFP differentiation, flow cytometry;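 active = normalized GFP-positive differentiation at or above the plate's own cutoff, the solvent-only control mean plus 3 SD; inconclusive = no clear call, values can overlap the other calls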;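 also: cells exposed to compound for four days before flow analysis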
Hep lipid drop: modulators of hepatic lipid droplet formation; AML12 mouse hepatocytes, oleate lipid droplets, BODIPY imaging; inhibition, % at 6.5 µM; 240,000 tested, 0.4% active; AID 1656;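 active = lipid droplet intensity inhibited by at least 50%, with more than 500 cells counted; inconclusive = wells with under 300 cells, treated as cytotoxic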
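Technique: fluorescence imaging, 20x objective, two fields per well / Assay system: AML12 hepatocytes (mouse) / Measure: % inhibition of lipid droplet signal / Doses: 6.5 µM single-point dosing / Incubation: overnight exposure / Reagent: 100 µM oleic acid challenge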
WT yeast gro inh: growth inhibition of WT yeast, mitochondrial fusion screen. AID 1362. mitochondrial fusion phenotypic screen, WT strain. inhibition, % at 10 µM. 190,000 tested, 2.1% active; in the data active = inhibition above about 58%; tested in S. cerevisiae
Autophagy HCS: modulators of autophagy; MEF GFP-LC3 puncta imaging; test concentration mostly 10 µM; calls only at 10 µM (by protocol); 190,000 tested, 0.98% active;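 active = percentage of spot-positive cells more than 3 SD above its plate mean, without a fluorescence outlier flag or 80% toxicity; inconclusive = no clear call, values can overlap the other calls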;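 also: spot-positive cell cutoff set from DMSO-treated cells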
WT yeast gro inh mutant strain: also measured in WT yeast gro inh; calls as there; inhibition, %; mitochondrial fusion phenotypic screen, mutant strain inhibition
Ins promoter up cell count: second read-out of Ins promoter up, no call of its own (marks repeat the call); cell count; measured here: cytotoxicity, nuclei count;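 total cells summed across four imaged fields per well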
Hep lipid drop cells 6.5 µM: further read-out of Hep lipid drop, marked with its call; cell count; measured here: cell count, cytotoxicity flag;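 cells counted across two imaged fields per well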
b-catenin transl cell count 5 µM: also measured in b-catenin transl; calls as there; cell count; measured here: cell count, cytotoxicity flag
T cell HTS vesicle-bound %: further read-out of T cell HTS, marked with its call; double positive events, %; measured here: CD8+ vesicle-bound cell fraction;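 binding gate set so that unloaded-vesicle control wells show 10% double positive cells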
MT stabilize HCS Hoechst-high %: recorded beside MT stabilize HCS, whose call it bears; % Hoechst-high responders; measured here: nuclear condensation Hoechst responders;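 share of cells brighter than vehicle mean plus two SD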
MT stabilize HCS cytotoxicity %: further read-out of MT stabilize HCS, marked with its call; toxicity, %; measured here: cytotoxicity by cell density;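 0% = mean cell density of plate MIN control wells and 100% = no cells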
Autophagy HCS cell loss 18 h: second read-out of Autophagy HCS, no call of its own (marks repeat the call); toxicity, %; measured here: cell loss, nuclei count;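 cell loss after 18 h compound exposure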
Myeloid diff 2 GFP+ MAC1+ %: also measured in Myeloid diff 2; calls as there; GFP+ MAC1+ double positive, %; measured here: differentiation confirmed by MAC1 staining
Numbers without * were called inactive; i = inactive; ? = inconclusive; nt = no result given; + = active, no number.

SMILES	MT stabilize HCS	MT stabilize HCS Hoechst-high %	MT stabilize HCS cytotoxicity %	West Nile virus CPE	Ins promoter up	Ins promoter up cell count	b-catenin transl	b-catenin transl cell count 5 µM	T cell HTS	T cell HTS vesicle-bound %	Myeloid diff 2	Myeloid diff 2 GFP+ MAC1+ %	Hep lipid drop	Hep lipid drop cells 6.5 µM	WT yeast gro inh	WT yeast gro inh mutant strain	Autophagy HCS	Autophagy HCS cell loss 18 h
O=Cc1c(N2CCC3(CC2)OCCO3)nc2ccccn2c1=O	nt	nt	nt	0.1%	-0.55	1214	-0.1	1338	i	43.4	i	0.9	-13.8	679	nt	nt	nt	nt
Cc1ccccc1/C=N/NC(=O)CSc1nc2ccccc2o1	2.5	2.8	11.1	-1.2%	-0.48	1325	-5.1	549	i	40.8	i	0.3	-1.2	577	-7.6	-5.8	i	-49.6
Cc1cc2ncn(CC3CC3(Cl)Cl)c2cc1C (stereo not drawn)	3.4	2.9	8.6	-0.5%	0.62	1676	-1.3	991	i	57.2	i	0.2	15.4	669	21.2	30.9	i	-5.6
CCn1ncc(/C=C/C(=O)Nc2c(C)nn(CC)c2C)c1C	2.2	1.8	6.0	nt	-0.41	1453	4.8	1296	i	35.1	i	1.3	nt	nt	4.5	7.6	i	43.4
COc1ccc2c(c1)c(CC(=O)Nc1ccc(C(C)=O)cc1)c(C)n2C(=O)c1ccc(Cl)cc1	2.3	2.4	14.1	0.1%	-0.26	1328	1.4	1005	i	35.1	i	1.3	72.9*	691*	26.4	5.8	i	-6.5
CCc1nc2sccc2c(=O)n1N	4.1	2.2	5.4	0.7%	-0.4	1222	-0.6	1115	i	20.3	i	0.3	-8.2	703	2.0	10.4	i	-4.0
CCN1CCN(c2cc(C)c3cc(NC(=S)NCCN(C)C)ccc3n2)CC1	nt	nt	nt	-0.4%	nt	nt	nt	nt	i	43.0	i	0.3	-2.1	820	nt	nt	nt	nt
COc1ccc(S(=O)(=O)N/N=C\c2ccccc2F)cc1	nt	nt	nt	-0.6%	nt	nt	nt	nt	i	1.9	?	nt	4.5	854	nt	nt	nt	nt
COc1cc(NC(=O)CCS(=O)(=O)c2ccc3c(c2)oc(=O)n3C)cc(OC)c1OC	nt	nt	nt	-0.3%	nt	nt	nt	nt	i	33.7	i	1.1	0.1	697	nt	nt	nt	nt
O=C(Nc1ccc2c(c1)OCO2)Nc1ccc(Br)cn1	1.8	2.1	4.5	-0.4%	0.07	1316	0.9	968	i	48.4	i	9.2	21.8	780	-12.5	0.1	i	0.3
COc1ccc(OCc2cc(C(=O)N(Cc3nccn3C)C(C)C)no2)c2ccccc12	nt	nt	nt	-0.5%	nt	nt	nt	nt	i	35.0	i	1.8	2.9	633	nt	nt	nt	nt
CCCCN(C)CCN1C(=O)C2C(C(=O)Nc3cccc(OC)c3)C3C=CC2(O3)C1C(=O)NC1CCCCC1C (stereo not drawn)	nt	nt	nt	-0.4%	nt	nt	nt	nt	i	52.4	i	0.7	0.9	778	nt	nt	nt	nt
CC(C)c1ccc(NC(=O)CSc2nnc(-c3ccccn3)n2C)cc1	10.8	2.5	14.6	nt	-0.56	1392	4.2	1368	i	30.8	i	2.1	nt	nt	9.9	-9.5	i	-17.3
COc1cc([N+](=O)[O-])ccc1NC(=S)Nc1cc(C(=O)OC(C)C)cc(C(=O)OC(C)C)c1	7.9	0.2	14.7	-0.4%	-2.44	848	0.6	1092	i	47.0	i	0.5	-6.9	617	8.1	-8.1	i	-13.3
O=C(c1csc2c1CCCC2)N1CCN(c2cccc(C(F)(F)F)c2)CC1	1.3	1.2	4.6	-0.5%	-0.4	889	-1.7	1126	i	29.7	i	3.3	-13.0	832	53.5	18.8	i	-1.3
COc1ccc(Nc2nc(N)nc(COc3ccc(OC)cc3)n2)cc1	4.1	2.1	3.6	-0.4%	0.05	1509	0.2	1363	i	35.6	i	0.2	nt	nt	5.8	-2.8	i	2.1
Brc1ccc(OCCn2ccnc2)cc1	5.9	4.9	8.6	0.3%	0.35	1786	0.5	1142	i	42.4	i	1.8	-0.9	684	-1.1	2.0	i	8.1
O=S(=O)(CCN1CCCCC1)Oc1ccc(Cl)cc1Cl	nt	nt	nt	0.1%	-0.07	1107	1.8	1281	i	24.5	i	0.5	11.1	731	nt	nt	nt	nt
C1CCN=C(NC23CC4CC(CC(C4)C2)C3)CC1	2.7	2.2	4.3	-0.4%	-0.36	1320	-3.0	558	i	62.2	nt	nt	21.7	689	-9.6	-3.6	i	-4.6
Cc1cc(NC(=O)CSc2ncccc2C(=O)O)no1	3.4	2.4	7.4	0.7%	1.45	1450	-0.8	1066	i	19.8	i	0.2	18.7	771	-11.5	2.3	i	10.5
O=C(C1CC(=O)N(C2CCCC2)C1)N1CCN(c2cccc(Cl)c2)CC1 (stereo not drawn)	nt	nt	nt	-0.6%	nt	nt	nt	nt	i	61.3	i	0.5	-7.5	822	nt	nt	nt	nt
O=S(=O)(c1ccccc1)N1CC=C(c2ccccc2)CC1	2.4	5.1	6.7	0.4%	0.75	1710	-4.9	947	i	63.8	i	0.2	3.8	684	2.6	-12.2	i	-7.0
CC(C)C(=O)Nc1ccc(NC(=O)c2ccc([N+](=O)[O-])cc2Cl)cc1	2.3	1.7	8.6	-0.6%	1.32	1371	nt	nt	i	44.4	i	0.4	-1.7	715	11.4	7.8	i	2.6
C=C(C)Cn1c(N2CCN(CC)CC2)nc2c1c(=O)[nH]c(=O)n2C	5.9	3.3	4.7	-0.5%	-0.63	888	nt	nt	i	56.7	i	1.0	nt	nt	-20.6	12.3	i	5.9
Cc1ccc(NC(=O)C2CCCN2C(=O)Oc2ccccc2)c(C)c1 (stereo not drawn)	1.3	1.1	5.5	0.1%	0.19	1575	0.1	1009	i	32.5	i	0.9	-0.2	678	-10.4	-14.7	i	-13.3

Further results.
SMILES	MT stabilize HCS	MT stabilize HCS Hoechst-high %	MT stabilize HCS cytotoxicity %	West Nile virus CPE	Ins promoter up	Ins promoter up cell count	b-catenin transl	b-catenin transl cell count 5 µM	T cell HTS	T cell HTS vesicle-bound %	Myeloid diff 2	Myeloid diff 2 GFP+ MAC1+ %	Hep lipid drop	Hep lipid drop cells 6.5 µM	WT yeast gro inh	WT yeast gro inh mutant strain	Autophagy HCS	Autophagy HCS cell loss 18 h
Clc1ccccc1Cc1noc(CN2CCSCC2)n1	2.9	1.9	7.1	0.5%	nt	nt	0.2	1543	i	70.4	i	0.1	-6.4	599	-0.3	0.6	i	0.5
Cc1nc2ccccc2c(=O)n1/N=C/c1ccccc1	2.0	1.1	6.9	0.2%	0.06	1649	0.4	1284	i	44.3	i	1.6	nt	nt	9.4	4.5	i	5.2
CC(NC(=O)C1CCCN(S(=O)(=O)N2CCOCC2)C1)c1ccccc1 (stereo not drawn)	nt	nt	nt	0.1%	nt	nt	nt	nt	i	23.1	i	1.2	-8.1	700	nt	nt	nt	nt
Nc1ccc(C(=O)N/N=C\C=C\c2ccc([N+](=O)[O-])cc2)cc1	3.9	2.4	7.4	0.6%	-0.7	1317	0.0	1087	i	38.7	i	2.8	6.8	688	-15.3	7.8	+	-6.9*
COc1cc(NC(=S)Nc2ccccn2)c(OC)cc1Cl	4.4	3.1	3.7	0.1%	-0.3	1448	-2.6	1013	i	65.3	i	1.7	3.0	700	13.5	12.2	i	5.0
CC(Sc1nnc(Cc2cccs2)n1C1CCCCC1)C(=O)NCc1ccco1 (stereo not drawn)	1.3	1.1	19.6	1.0%	-0.51	888	nt	nt	i	15.0	i	0.4	-12.8	760	11.5	21.4	i	2.1
CN(C)CCCCOc1ccccc1F	2.1	2.6	3.0	-0.1%	0.08	1643	-0.9	1130	i	58.2	i	0.6	6.5	674	7.9	2.1	i	17.8
CCOC(=O)C1CCN(c2cc3c(cc2NC(=O)c2cc(OC)ccc2Br)n(C)c(=O)n3C)CC1	nt	nt	nt	1.4%	nt	nt	nt	nt	i	22.9	i	1.1	-10.1	622	nt	nt	nt	nt
Cn1cc(Br)c(-c2cccc(NC(=O)CCCC(=O)O)c2)n1	nt	nt	nt	?	-0.01	1333	-1.5	1076	i	18.1	i	0.3	9.2	739	nt	nt	nt	nt
CCC(=O)Nc1ccc(F)c(Cl)c1	1.6	0.1	18.6	-0.3%	0.91	1053	0.7	1043	i	46.6	i	1.2	-3.4	694	-8.3	-25.5	i	-4.4
C=CCN(CC=C)S(=O)(=O)c1ccc(NC(=S)NC(=O)C2CC2)cc1	nt	nt	nt	-0.7%	nt	nt	nt	nt	i	4.9	i	1.3	1.1	821	nt	nt	nt	nt
CCCN1C(=O)/C(=C/c2ccccc2OCc2ccc(C(=O)O)cc2)NC1=S	2.3	2.7	3.1	0.4%	-0.36	1228	-0.8	1090	i	56.7	i	0.9	-9.6	641	-3.4	-7.2	i	-35.4
Fc1ccccc1/C=N/Nc1ncnc2ccccc12	1.9	2.6	6.3	-0.7%	-0.34	1265	0.2	1035	i	43.4	i	0.0	nt	nt	-4.5	-5.1	i	9.0
COc1ccc(C(=O)N2CCN(Cc3nc(CC4CC4)no3)CC2)cc1	5.4	2.1	2.9	-0.7%	1.25	1427	-1.0	1009	i	56.4	i	0.5	21.4	694	5.2	0.0	i	-23.5
Cn1c(=O)c(=O)n(C)c2cc([N+](=O)[O-])c(N3CCOCC3)cc21	nt	nt	nt	0.3%	nt	nt	nt	nt	i	41.4	i	0.2	3.2	851	nt	nt	nt	nt
NC(=S)N/N=C\c1c2ccccc2cc2ccccc12	7.6	5.1	1.0	-1.0%	-0.51	1139	0.6	1095	i	36.6	i	0.9	-1.1	654	29.3	24.2	i	28.2
COc1cccc(CNc2ccc3c(c2)ncn3C(C)C)c1OC	5.5	1.2	4.6	0.1%	-0.2	994	-1.7	1184	i	29.0	i	1.6	nt	nt	7.6	17.1	nt	nt
